Source: PubChem BioAssay (National Center for Advancing Translational Sciences (NCATS))
pAkt inh: HTS Assay for Inhibitors of Akt Phophorylation: Primary Screen | Neuro2A IGF-stimulated pAkt S473 HTRF, 20 min; stronger effect = lower value | activity change, % for hits at 50 µM | 360,000 compounds, 0.32% hits; in the data active means activity change below about -80%; inconclusive means mostly about -51% to -80%; further: on the % scale 0 is the no-effect control and ±100 the full control effect
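Neuro2A cells (4,500/well, DMEM with 0.5% FBS) were treated with compound at a single 50 µM final concentration, stimulated with 6 nM IGF for 20 min at 37 °C, and lysed. Phospho-Akt Ser473 was read by HTRF as 665/615 ratio ×10^4.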
Mm-Cpn inhibitor: Inhibitors of TCP-1 ring complex (TRiC) of Methanococcus maripaludis (MmCpn): qHTS. Chaperonin Mm-Cpn (Methanococcus maripaludis). purified Mm-Cpn ATPase, ADP Transcreener TR-FRET. Potency, µM (titrated, usually from 76.9 µM), for inactives: at the highest dose activity, negative = inhibition, most hits filed as inhibitors. 330,000 compounds, 0.031% hits; further: potency means the concentration at half of the fitted maximal effect; on the % scale 0 is the no-effect control and ±100 the full control effect; nearly all actives have a fitted effect of over 80% in size
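ATPase read-out: TR-FRET ADP immunoassay (anti-ADP Eu cryptate vs ADP-d2), ex 320 nm, em 590/665 nm; signal drops as ADP forms. Enzyme 25 nM, ATP 10 uM, 30 min at 37°C after 10 min compound preincubation.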
EPAC2 agonist: qHTS for Agonist of cAMP-regulated guanine nucleotide exchange factor 4 (EPAC2): primary screen; Potency, µM (series often up to 154 µM), without a hit: top-dose activation, actives largely listed as activators; EPAC2 activation, biochemical qHTS; response scale: 100% = 6.5 mM cAMP response; 360,000 compounds, 0.079% hits; further: potency means the concentration at half of the fitted maximal effect; nearly all actives have a fitted effect of over 50% in size
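Readout is BODIPY fluorescence (480 nm excitation, 540 nm emission), which falls as labeled GDP is exchanged off Rap1B. EPAC2 at 100 nM acted on 250 nM RAP1B-BODIPY-GDP with 50 uM GDP present.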
PTHR1 agonist: qHTS for PTHR1 Agonists: Primary Screen | Parathyroid hormone/parathyroid hormone-related peptide receptor (Homo sapiens), Q03431 | HEK293 GP2 PTHR1 cells, GloSensor cAMP luminescence, 1 h | Potency, µM (top dose mostly 115 µM), for inactives: at the top dose activation, actives largely listed as activators | 410,000 compounds, 0.075% hits | AID 743266, 2014; further: potency means the concentration at half of the fitted maximal effect; nearly all actives have a fitted effect of over 55% in size; some results filed as inactive show a strong effect at the top dose; inactives centre near -15; many of its hits are not listed in these tables
Target sequence (Q03431 whole entry, looked up): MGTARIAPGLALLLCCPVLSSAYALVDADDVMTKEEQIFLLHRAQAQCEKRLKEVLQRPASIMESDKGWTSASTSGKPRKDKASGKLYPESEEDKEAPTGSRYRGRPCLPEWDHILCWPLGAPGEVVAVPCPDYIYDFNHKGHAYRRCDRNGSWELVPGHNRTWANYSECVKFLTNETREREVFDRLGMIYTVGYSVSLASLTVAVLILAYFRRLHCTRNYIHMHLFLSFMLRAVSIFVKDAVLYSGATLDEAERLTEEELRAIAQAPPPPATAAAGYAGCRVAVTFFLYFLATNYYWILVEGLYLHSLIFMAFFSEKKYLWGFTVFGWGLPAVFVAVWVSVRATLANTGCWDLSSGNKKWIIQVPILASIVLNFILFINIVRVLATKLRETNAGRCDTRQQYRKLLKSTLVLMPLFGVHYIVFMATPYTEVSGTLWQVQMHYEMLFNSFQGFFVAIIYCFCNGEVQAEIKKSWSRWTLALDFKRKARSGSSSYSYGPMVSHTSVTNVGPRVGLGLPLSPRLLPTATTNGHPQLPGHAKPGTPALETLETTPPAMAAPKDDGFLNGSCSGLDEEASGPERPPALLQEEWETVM
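HEK-293-derived GP2 cells expressing PTHR1 and a GloSensor cAMP reporter, 3,000/well, plated overnight, given luciferin plus IBMX (each 0.5 mM as added) for 1 h at 37 °C, then compound for 1 h at 37 °C. Luminescence was read after 15 min at room temperature.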
DRD3 antagonist: qHTS of D3 Dopamine Receptor Antagonist: qHTS; max response, negative = inhibition, %; 360,000 compounds, 2.5% hits; D(3) dopamine receptor (Homo sapiens), P35462; D3R cells, DiscoveRx beta-arrestin luminescence, antagonist mode; stronger effect = lower value; in the data active means max response below about -50%; inconclusive means no clear call, values can overlap the other calls; further: on the % scale 0 is the no-effect control and ±100 the full control effect; mostly tested at two doses, the higher about 12 µM
Target sequence (P35462 whole entry, looked up): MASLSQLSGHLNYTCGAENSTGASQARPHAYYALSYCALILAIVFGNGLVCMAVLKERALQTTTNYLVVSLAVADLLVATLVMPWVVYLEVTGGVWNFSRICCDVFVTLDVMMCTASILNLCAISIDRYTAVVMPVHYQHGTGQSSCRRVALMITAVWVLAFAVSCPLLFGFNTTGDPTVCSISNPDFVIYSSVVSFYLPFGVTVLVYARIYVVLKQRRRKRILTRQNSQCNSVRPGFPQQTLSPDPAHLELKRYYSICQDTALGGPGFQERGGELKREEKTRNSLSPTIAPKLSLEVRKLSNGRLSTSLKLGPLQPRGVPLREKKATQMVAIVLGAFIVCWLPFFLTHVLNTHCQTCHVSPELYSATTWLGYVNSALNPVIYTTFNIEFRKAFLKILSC
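Cells expressing the human receptor were seeded at 1500 cells/well, incubated overnight at 37 degrees C in 5% CO2, then exposed to library compounds with dopamine controls for 90 minutes at 37 degrees C before luminescent detection.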
D3 ag: qHTS of D3 Dopamine Receptor Agonist: qHTS | D(3) dopamine receptor (Homo sapiens), P35462 | D3R DiscoveRx beta-arrestin cells, luminescence, 90 min | max activation, % | 410,000 compounds, 0.58% hits; in the data active means max activation above about 30%; further: 0% is about no effect; mostly tested at two doses, the higher about 12 µM
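Cells at 1500/well, incubated overnight, then treated with pinned compounds (dopamine as control) for 90 min at 37 degrees C. DiscoveRx reagent added for 30 - 60 minutes at room temperature; luminescence read.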
CCT modulator: High-Throughput Screening for Modulators of Cytosolic Chaperonin Activity. purified chaperonin ATPase assay, HTRF ADP detection, 30 min. 360,000 compounds, 0.3% hits. activity change, % (concentration not given with the values), hits read low; in the data active means activity change below about -30%; further: on the % scale 0 is the no-effect control and ±100 the full control effect
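TRiC at 40 or 20 nM final (batch-dependent) in 30 mM Tris pH 7.4, 100 mM KCl, 5 mM MgCl2, 1 mM DTT, with compound at single 76 uM and 10 uM ATP, 30 min at 37 deg C. ADP detected by HTRF Transcreener, 665/615 ratio.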
EPAC2 antag: qHTS for Antagonist of cAMP-regulated guanine nucleotide exchange factor 2 (EPAC2): primary screen; EPAC2 GEF exchange of Rap1B-BODIPY-GDP, fluorescence; Rap guanine nucleotide exchange factor 4 (Homo sapiens), Q8WZA2; 360,000 compounds, 0.18% hits; Potency, µM (highest dose often 114 µM), for the others: top-dose activity, negative = inhibition, hits mostly inhibitors; further: potency means the concentration at half of the fitted maximal effect; on the % scale 0 is the no-effect control and ±100 the full control effect; nearly all actives have a fitted effect of over 45% in size; many of its hits are not listed in these tables
* hit, by the source's call; i = inactive; u = inconclusive; x = no result given; & = joins results of further samples; [ ] = dose if it differs, or a comment. Unless noted, the call rests on the fitted dose curve; in most records, active means well fitted curve in the direction sought with a large enough effect; inconclusive means small, poorly fitted or top-dose-only effect, or another doubt; inactive means no such curve, though single readings can be large; an effect the other way counts as inactive or inconclusive.

SMILES | pAkt inh | Mm-Cpn inhibitor | EPAC2 agonist | PTHR1 agonist | DRD3 antagonist | D3 ag | CCT modulator | EPAC2 antag
CCC(NC(=O)CCC(=O)N1CCN(S(=O)(=O)c2ccc(C)cc2)CC1)c1ccc(C)cc1 (stereo not drawn) | i | 0% | 8% | -12% | 2 | 1 | 0.2 | 6%
Cc1cc(S(=O)(=O)N2CCOCC2)ccc1OCC(=O)N1CCOCC1 | i | 0% | 10% | -5% | -18 | 6 | -0.8 | -3%
CC(C)(CC(=O)c1ccccc1)CC(=O)c1ccccc1 | i | x | 10% | -27% | 2 | -2 | -2.7 | -17%
Cc1ccc(C)c(N2CC(C(=O)Nc3nccs3)CC2=O)c1 (stereo not drawn) | i | 2% | 16% | i | 4 | 7 | -1.0 | -6%
CCC(C(=O)OCC(=O)Nc1cc(Cl)cc(Cl)c1)c1ccccc1 (stereo not drawn) | i | -2% | 6% | -19% | -15 | 3 | -2.1 | -15%
CN1C[C@@H]2[C@@H]3C(=O)N(Cc4ccccc4)C(=O)[C@@H]3[C@](C)(C1=O)N2C(=O)c1ccc(C(F)(F)F)cc1 | i | x | -3% | -15% | 40 | 0 | -0.1 | -9%
CC(C)Cn1c(N)c(C(=O)COC(=O)c2c(O)c(Cl)cc(Cl)c2Cl)c(=O)n(C)c1=O | i | -3% | 6% | -94%[inhibitor] | 28 | 11 | 0.8 | -9%
CCOc1ccc(CCNC(=O)C2CCCN(S(C)(=O)=O)C2)cc1OCC (stereo not drawn) | i | 1% | 5% | i | 1 | 3 | 1.9 | 2%
Cc1ccc(C)c(Nc2c([N+](=O)[O-])c(=O)oc3ccccc23)c1 | i | 3% | 12% | -15% | -18 | -7 | -2.4 | -20%
O=C(c1ccc(F)cc1)N1CCN(C2CCC(c3ccccc3)CC2)CC1 (stereo not drawn) | i | -1% | 17% | -9% | 7 | 0 | 0.0 | 3%[57.1 µM]
COC(=O)CCC(=O)Nc1cc(Cl)cc(Cl)c1 | i | 0% | 21% | -6% | -6 | -4 | 0.2 | -9%
Cc1ccc(CNC(=O)CNC(=O)c2ccco2)cc1 | i | 3% | 8% | -24% | -6 | -2 | -1.8 | 7%

Results in CCT modulator, for some of the entries so far:
| structure | CCT modulator |
| --- | --- |
| CN1C[C@@H]2[C@@H]3C(=O)N(Cc4ccccc4)C(=O)[C@@H]3[C@](C)(C1=O)N2C(=O)c1ccc(C(F)(F)F)cc1 | -0.1 |
| COC(=O)CCC(=O)Nc1cc(Cl)cc(Cl)c1 | 0.2 |
| CC(C)(CC(=O)c1ccccc1)CC(=O)c1ccccc1 | -2.7 |

Following part
SMILES | pAkt inh | Mm-Cpn inhibitor | EPAC2 agonist | PTHR1 agonist | DRD3 antagonist | D3 ag | CCT modulator | EPAC2 antag
CCOC(=O)c1cccc(NC(=O)CCS(=O)(=O)c2cccc3nsnc23)c1 | i | 0% | 3% | i | 0 | -1 | -0.8 | 0%
COCC1CCN(C(=O)c2ccc3oc(C(C)C)nc3c2)C1 (stereo not drawn) | i | x | 2% | i | 0 | 1 | 1.4 | 11%
O=C(CN1CCN(S(=O)(=O)c2ccc(Br)cc2)CC1)N/N=C/c1ccco1 | i | 1% | -9% | i | 6 | 4 | 0.4 | -1%
CCc1c(C#N)c(SCCC(=O)Nc2ccc(C)cc2)nc2c1C(=O)CC(C)(C)C2 | i | 1% | 10% | -1%[57.5 µM] | -17 | 1 | 1.7 | -9%
CCCCC(=O)N(c1ccc(OCC)cc1)C1C=CS(=O)(=O)C1 (stereo not drawn) | i | 0% | 0% | -8%[57.5 µM] | -15 | 7 | -7.0 | 7%
COc1cc(CCC(=O)OCC(=O)NCC2CCCCC2)cc(OC)c1OC | i | 0% | -3% | i | 2 | -3 | 1.0 | 9%
COc1ccc(C(=O)C2CCCN(C(=O)c3ccoc3C)C2)cc1F (stereo not drawn) | i | 0% | 4% | -23% | -18 | 2 | -3.1 | 0%
Cc1cc(Cl)ccc1OCCCC(=O)NCC1CCCO1 (stereo not drawn) | i | 0% | -14% | -13% | 7 | 5 | -0.6 | 9%
CCOC(=O)C1CCN(C(=S)Nc2cccc(C)c2)CC1 | i | -2% | 7% | i | 8 | 3 | -5.0 | -1%
O=C(Nc1nnc(-c2ccco2)o1)c1ccc(N2C(=O)CCC2=O)cc1 | i | -3% | 17% | i | u | -26 | -0.6 | -3%
CCCCCCCC1c2c(c(C)c(C)oc2=O)Oc2c(C)c(C)oc(=O)c21 | i | -6% | -2% | -5% | -11 | -15 | -2.3 | -19%
CC(Sc1nnc(Cc2ccccc2)o1)C(=O)NC1(C#N)CCCCC1 (stereo not drawn) | i | 0% | 6% | i | 13 | -1 | 1.1 | 2%
COc1ccc(C(=O)NC2CCN(CC(=O)Nc3cccc(C)c3)CC2)cc1OC | i | 0% | -4% | -2%[57.5 µM] | 0 | 4 | -2.1 | -2%
COc1ccc(C)cc1-n1nnnc1SCc1nc2ccccc2s1 | i | -5% | 3% | -8% | 9 | 1 | -0.7 | 0%
CSCC[C@H](NC(=O)c1ccc2ccccc2c1)C(=O)N1CCC2(CC1)NCCc1[nH]cnc12 | i | -2% | 8% | i | -10 | 0 | -3.7 | 2%
Cc1ccccc1OCC(=O)NCCNC(=O)c1ccccn1 | i | 1% | -10% | i | -2 | 11 | 0.9 | -21%
CC1=Nc2ccc3ccccc3c2C1(C)C | i | 0% | 2% | i | 11 | -6 | -1.7 | -11%
Cc1nn(CC(=O)Nc2cccc(O)c2)c(=O)c2ccccc12 | i | x | 2% | i | 20 | 12 | -0.5 | 9%
O=C(CCNC(=O)c1ccc([N+](=O)[O-])cc1)Nc1ccc(N2CCOCC2)cc1N1CCOCC1 | i | 1% | -1% | i | 17 | 1 | 1.2 | -4%
COc1cc(OC)cc(C(=O)N[C@H](C(=O)NNC(=O)c2ccc(Br)cc2)C(C)C)c1 | i | 2% | 3% | -1% | 2 | -2 | -0.7 | 4%
O=C(NN=Cc1ccc2c(c1)OCO2)NN=Cc1ccc2c(c1)OCO2 | i | x | -1% | i | 45 | 46* | 0.2 | 3%
CCn1nc(C)c(CN2CCC(Oc3ccc(C(=O)N4CCCC4)cc3)CC2)c1C | i | 1% | -6% | -22% | 2 | 5 | -2.3 | 3%
Cc1ccc(Oc2ccccc2NC(=O)C2=COCCO2)cc1 | i | -2% | 4% | i | 4 | -1 | 0.4 | -22%
CCCc1nc(SCC(=O)NC2CCCC2)c2ccccc2n1 | i | -9% | 6% | -18% | -4 | 0 | -1.8 | -17%
O=C(c1cc(-c2ccccc2)on1)N1CCCC1 | i | -1% | 4% | -61%[inhibitor][57.5 µM] | -20 | -3 | -1.5 | -1%
CCc1ccc(N(CC(=O)N2CCCCCC2)S(C)(=O)=O)cc1 | i | -10% | 4% | -2% | -2 | 3 | 0.5 | -5%
CCOC(=O)N1CCN(C(=O)C2CCN(Cc3nc(-c4ccccc4C)oc3C)CC2)CC1 | i | 1% | 3% | -14% | u | -6 | -0.6 | -2%
Cc1ccc2nc3c(c(N)c2c1)CCN3C | i | -3% | 10% | -13% | u | -15 | 1.0 | 12%
O=C(COC(=O)c1cccnc1)c1ccc(Cl)cc1 | i | -6% | -6% | -22% | 12 | 1 | 0.2 | 0%
COC(=O)Cc1c[nH]c2cccc(OCC(O)CN(Cc3ccc([N+](=O)[O-])cc3)C(C)(C)C)c12 (stereo not drawn) | i | 0% | 9% | -3%[57.5 µM] | 24 | -8 | -3.7 | -11%[57.1 µM]
CC1(C(=O)NS(=O)(=O)c2ccccc2Cl)CCN1C(=O)C1(c2ccc(Cl)cc2)CC1 (stereo not drawn) | i | x | -5% | -31% | 10 | -2 | 1.7 | u
CCn1c(SCC(=O)Nc2ccc(N(C)C)cc2)nnc1-c1ccco1 | i | 0% | -2% | -30% | 8 | 4 | 1.3 | -14%
CCC(=O)Nc1ccc(/C(C)=N\NC(=O)c2ccc(C)s2)cc1 | i | 0% | -7% | i | 15 | 0 | -2.9 | 3%
CCC1CCCCN1Cc1ccc(OC)c(OC)c1 (stereo not drawn) | x | 1% | 9% | -3%[57.5 µM] | -8 | -4 | -2.1 | 2%
Cc1ccc(CNC(=O)C2CCC(CNS(=O)(=O)c3cccc4cccnc34)CC2)cc1 (stereo not drawn) | i | 0% | -3% | -20% | 8 | 20 | -0.2 | 4%
CCCCN(CC)CCCNC(=O)c1cn(C)c(=O)c2c1c1ccccc1n2C | i | -8% | 4% | -75%[inhibitor] | -5 | -3&-11 | -0.4 | -2%
CCCNC(=O)C1(C)CCCN(Cc2noc(-c3c(C)noc3C)n2)C1 (stereo not drawn) | i | x | -3% | 7% | 22 | 9 | 0.3 | 2%
Cc1ccccc1Cn1c(CN2CCc3ccccc3C2)nc2c1c(=O)n(C)c(=O)n2C | i | -1% | 6% | i | -15 | -4 | 1.7 | -3%
COc1ccc(-c2cc(C(=O)Nc3sc4c(c3C#N)CCCC4)c3ccccc3n2)cc1OC | i | 2% | 3% | i | -17 | -3 | -1.5 | 1%
N#C/C(C(=S)Nc1ccccc1)=C1/NN=C(N2CCOCC2)N1c1ccccc1 | i | -1% | -1% | i | 2 | 15 | -1.6 | -2%
O=C(O)Cc1ccc2c(c1)N(S(=O)(=O)c1cccc(C(F)(F)F)c1)CC(C(=O)O)O2 (stereo not drawn) | i | 1% | 2% | i | -3 | 0 | 0.1 | -3%
CCOC(=O)c1[nH]c(C)c(C(=O)NCc2ccc(Cl)cc2)c1C | i | 0% | -11% | i | 27 | -10 | 2.1 | -1%
COc1ccc(C2CC(c3cccs3)=NN2C(=O)CSC2=NN3CCCC(=O)N=C3S2)cc1 (stereo not drawn) | i | -1% | -5% | -4% | 13 | 5 | -1.4 | -17%

Some of the compounds tested; rates above refer to the full screens.
